HCMV inh = inhibitors of human cytomegalovirus | HFF cells, HCMV-luciferase reporter, 72 h; active compounds read low | activity change, negative = inhibition, % at 57.5 µM | hit rate 4.5% among 410,000; in the data active = activity change below about -60%; inconclusive = no clear call, values can overlap the other calls; inactive = above about -39%
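Human foreskin fibroblasts infected with luciferase-reporter HCMV at MOI 1 PFU/cell, compounds at two doses. Luciferase measured 72 h post infection; normalized to buffer-only basal and Salinomycin (10uM) controls.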
AmpC inh no detg = blocks E. coli AmpC beta-lactamase in detergent-free assay; hit rate 0.52% among 330,000; Potency, µM (highest dose often 57.1 µM), for the others: top-dose activity change, negative = inhibition, most hits filed as inhibitors; AmpC nitrocefin hydrolysis, absorbance 480 nm, 0.0001% Triton;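 note: potency is the fitted concentration of half-maximal effect; plate controls were no compound for no effect and no enzyme for full effect; nearly all actives have a fitted effect of over 20% in size; some results filed as inactive show a strong effect at the top dose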
Target sequence (P00811 whole entry, looked up): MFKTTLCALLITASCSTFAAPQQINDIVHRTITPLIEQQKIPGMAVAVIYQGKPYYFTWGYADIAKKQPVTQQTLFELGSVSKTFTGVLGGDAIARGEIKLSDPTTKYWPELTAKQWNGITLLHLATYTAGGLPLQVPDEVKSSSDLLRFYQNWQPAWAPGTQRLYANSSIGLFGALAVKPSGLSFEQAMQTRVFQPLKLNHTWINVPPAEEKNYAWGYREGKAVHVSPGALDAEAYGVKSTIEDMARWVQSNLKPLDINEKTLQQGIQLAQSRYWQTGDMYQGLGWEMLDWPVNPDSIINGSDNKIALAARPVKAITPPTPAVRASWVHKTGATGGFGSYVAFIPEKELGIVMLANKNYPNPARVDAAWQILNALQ
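AmpC (5.3 nM in the dispensed reagent) in 20 mM phosphate pH 7.0 with 0.01% (detergent screen) or 0.0001% Triton X-100 was preincubated with compounds for 15 min at room temperature. Nitrocefin was then added from an 800 uM solution, and hydrolysis was followed at 480 nm.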
Sm TGR block = S. mansoni TGR enzyme inhibition; purified TGR, DTNB reduction, TNB absorbance 405 nm; Potency, µM (top dose mostly 114 µM), for inactives: at the top dose activity change, negative = inhibition, hits mostly inhibitors; hit rate 3% among 360,000; AID 485364; note: potency is the fitted concentration of half-maximal effect; nearly all actives have a fitted effect of over 60% in size
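First, TGR (20 nM dispensed) and NADPH were mixed with compound. Second, a 15 min room-temperature incubation followed. Third, further NADPH and then DTNB were added to start the reaction. Finally, TNB absorbance was monitored kinetically.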
Tb PYK inh = inhibitors of Trypanosoma brucei pyruvate kinase | AID 624173 | hit rate 0.12% among 410,000 | TbPYK enzyme, Kinase-Glo Plus ATP luminescence, 45 min | Q57TT1 | Potency, µM (top dose mostly 76.8 µM), for the others: at the highest dose activity, negative = inhibition, hits mostly inhibitors; note: potency is the fitted concentration of half-maximal effect; nearly all actives have a fitted effect of over 50% in size
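Readout: single end-point luminescence (Kinase-Glo Plus, 10 min). Reaction conditions were TbPYK/substrate plus 130 uM ADP, 45 min at RT, pH 7.2 TEA buffer. No-enzyme wells served as controls, and data were normalized before concentration-response fitting.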
AmpC detergent = inhibitors of E. coli AmpC beta-lactamase with detergent; hit rate 0.041% among 370,000; AmpC hydrolysis of nitrocefin, absorbance 480 nm, 0.01% Triton; Potency, µM (series often up to 114 µM), without a hit: top-dose activity change, negative = inhibition, most hits filed as inhibitors;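 note: potency is the fitted concentration of half-maximal effect; 0% = no-compound wells and -100% = no-enzyme wells; nearly all actives have a fitted effect of over 25% in size; some results filed as inactive show a strong effect at the top dose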
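20 mM phosphate pH 7.0 + 0.01% (detergent screen) or 0.0001% Triton X-100; 5.3 nM AmpC reagent; cpd preinc 15 min RT; nitrocefin (800 uM stock) to start; A480 q20 s × 4 min; Activity was normalised to no-enzyme and no-compound control wells.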
AMA1 RON2 block = inhibitors of Plasmodium falciparum AMA1-RON2 interaction; AlphaScreen AMA1-biotinylated RON2 peptide binding; Potency, µM (titrated, usually from 58.2 µM), for inactives: at the top dose activity change, negative = inhibition, usual class: inhibitors; hit rate 0.2% among 360,000;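 note: potency is the fitted concentration of half-maximal effect; 0% = vehicle wells and -100% = peptide control; nearly all actives have a fitted effect of over 45% in size; some results filed as inactive show a strong effect at the top dose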
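AMA1 (3D7) with his tag at 25 nM final met compounds first, then biotinylated RON2 peptide at 25 nM; detection used donor plus acceptor beads, 10 µg/mL apiece, read by AlphaScreen after 30 min at room temperature.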
LmPK inhibitor = blocks Leishmania mexicana pyruvate kinase activity. Potency, µM (top dose mostly 57.5 µM), inactives show at the top dose activity change, negative = inhibition, actives largely listed as inhibitors. purified LmPK, Kinase-Glo ATP luminescence, 1 h. Q27686. hit rate 0.37% among 290,000; note: potency is the fitted concentration of half-maximal effect
Target sequence (Q27686 whole entry, looked up): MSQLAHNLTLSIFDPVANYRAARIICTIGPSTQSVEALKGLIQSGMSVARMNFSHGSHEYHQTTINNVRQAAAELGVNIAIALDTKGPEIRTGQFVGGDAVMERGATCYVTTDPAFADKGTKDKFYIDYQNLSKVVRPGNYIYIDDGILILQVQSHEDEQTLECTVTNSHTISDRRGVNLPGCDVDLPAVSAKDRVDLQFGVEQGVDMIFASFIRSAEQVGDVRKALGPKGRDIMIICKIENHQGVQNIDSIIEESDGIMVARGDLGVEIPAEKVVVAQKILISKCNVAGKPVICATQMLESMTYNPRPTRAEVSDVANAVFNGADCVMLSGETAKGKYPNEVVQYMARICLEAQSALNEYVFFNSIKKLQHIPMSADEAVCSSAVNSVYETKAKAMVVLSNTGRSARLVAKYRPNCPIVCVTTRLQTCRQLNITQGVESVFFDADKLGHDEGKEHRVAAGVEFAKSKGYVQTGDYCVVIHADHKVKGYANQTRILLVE
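Purified LmPK (0.1 nM) with 0.5 mM PEP and 0.1 mM ADP in imidazole buffer pH 7.2 with MgCl2/KCl, 1 h at room temperature. ATP formed was read by luciferase luminescence and normalized to no-enzyme and uninhibited controls.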
* hit, by the source's call; u = inconclusive; x = no result given; & = joins results of further samples; [ ] = dose if it differs, or a comment. Unless noted, calls come from the whole dose curve; as a rule, active = well fitted curve in the direction sought with a large enough effect; inconclusive = small, poorly fitted or top-dose-only effect, or another doubt; inactive = no such curve, though single readings can be large; an effect the other way counts as inactive or inconclusive. Unless noted, % is set by controls: 0 for no effect and ±100 for the full control effect. No enrichment for hits; 7.4% or so of the library scored in one or more.

Structure	HCMV inh	AmpC inh no detg	Sm TGR block	Tb PYK inh	AmpC detergent	AMA1 RON2 block	LmPK inhibitor
CC1=NC(C#N)=C(C#N)NC(C)(C)C1	34	-13%	5%	3%	5%	-7%	3%
Cc1ccc2nc3[nH]c(=O)[nH]c(=O)c3c(N)c2c1	38	x	x	-2%	x	-11%	x
Nn1c(SCc2c(F)cccc2F)nnc1-c1ccccn1	60	-2%	16%	-1%	-4%	-11%	-12%
CCc1nc2ccc(C(=O)N(C)CC(=O)Nc3cccc(F)c3)cc2nc1CC	-8	72%[activator]	-18%	-2%	u	-4%	x
COc1ccc(/C(N)=N/OC(=O)c2ccc3ccccc3c2)cc1OC	40	x	x	1%	x	-5%	x
Cc1ccc(CNC(=O)CSc2c3c(nc4cc(Cl)ccc24)CCCC3)o1	6	-19%	8.9µM*	-25%	-10%	6%	3%
O=C(O)CSCC(=O)N(Cc1ccccc1)c1nc(-c2ccccc2)c(-c2ccccc2)s1	1	32%	-14%	3%	-8%	-1%	1%
O=C(COC(=O)c1ccc(F)c(S(=O)(=O)N2CCOCC2)c1)NCc1ccc2c(c1)OCO2	63	-7%	x	-9%	x	5%	x
Cc1cccc2sc(N(CCCN(C)C)C(=O)CCc3ccccc3)nc12	-72*	131%[activator]	-10%	-7%	-9%	u	3%
Cc1ccc(S(=O)(=O)Cc2nnnn2-c2ccccc2)cc1	20	-3%	7%	-2%	-1%	-4%	2%
Cc1nc(SCC(=O)N(C)Cc2ccco2)c2c(C)c(C)sc2n1	u	22%	45µM*	-14%	-7%	0%	1%
COC(=O)c1sc(NC(=O)CSc2nncs2)c(C(=O)OC)c1C	6	-10%	6%	-6%	-1%	13%	4%
Cc1cc(=O)[nH]c(SCC(=O)c2c(N)n(C)c(=O)n(C)c2=O)n1	5	-4%	-21%	-5%	0%	9%	4%
N#Cc1ccc(C(=O)NC2CCCc3ccccc32)cc1 (stereo not given)	4	-26%	-2%	1%	-12%	-7%	-5%
Cn1c2ccsc2c2cnn(Cc3ccc(F)cc3)c(=O)c21	x	8%	2%	x	u	x	x
CCOC(=O)c1cc(C)n(CC2CCC(C(=O)Nc3ccc(Cl)cc3)CC2)c1C (stereo not given)	-80*	x	-2%	-13%	20%	x	x
O=C(CNC(=O)c1ccccc1C(=O)O)c1ccccc1	28	-17%	0%	-21%	-8%	12%	-6%
COc1ccc(S(=O)(=O)N2CCOCC2)cc1NC(=O)CSc1ccc(F)cc1	4	38%	-1%	2%	9%	4%	x
O=C(CSc1nnc(-c2ccoc2)o1)N1CCOCC1	76	-8%	-7%[11.4 µM]	-1%	-10%	-22%	-2%
C#CCN(C(=O)C1CCC(=O)N(CCc2cccc(F)c2)C1)C1CCCCC1 (stereo not given)	9	x	x	4%	x	-6%	x
Cc1nnc(NC(=O)CSc2nccn2Cc2ccc(F)cc2)s1	71&5	14%	-6%&-1%	-5%&-4%	2%&22%	2%	-7%
Cc1ccc(CN=c2c([N+](=O)[O-])nn(-c3cccc(Cl)c3)n2O)cc1	u	-25%	6%	-5%	u	-17%	4%
Cn1nccc1C(=O)N1CCN(c2ccccc2Cl)CC1	-11	-5%	-31%	-9%	u	-4%	-6%
NS(=O)(=O)c1ccc2c(c1)C(=NO)c1cc(S(N)(=O)=O)ccc1-2	-19	-17%	3%	-5%	-13%	-1%	1%
CSc1nnc2c(=O)[nH]c(=O)n(C)c2n1	6	x	x	-4%	x	9%	x
CCOC(=O)c1cnn(-c2ccccc2)c1NC(=O)c1ccccc1	-7	4%	-12%[11.4 µM]	4%	-4%	-3%	3%
Cc1ccc(C(=O)N2CCCCC2CCN2CCCCC2)cc1 (stereo not given)	1	x	-2%	-3%	2%	x	x
COc1cccc(OC)c1C(=O)NNC(=O)c1ccc(F)cc1	-13	-7%	-2%	-6%	8%	7%	2%
Cc1ccc(CCc2nnc(SCC(=O)Nc3ccccc3Cl)n2-c2ccccc2)o1	-34	-10%	-25%	-27%	-14%	-1%	9%
Cc1ccc(C)c(NC(=O)c2ccc(N(C)S(C)(=O)=O)cc2)c1	13	-5%	4%	0%	-2%	-5%	-4%
Cc1ccc(OCCN2C(=O)c3ccccc3C2=O)c([N+](=O)[O-])c1	-36	-24%	7%	2%	1%	-16%	0%
COC(=O)c1ccc(NC(=O)c2c(NCc3cccc(F)c3)sc3c2CCCC3)cc1	10	x	u	-26%	12%	x	x
Cc1cc(C(=O)CSc2nc(N)cc(N)n2)c(C)n1-c1cccc(C(F)(F)F)c1	u	-58%	-8%	2%	4%	0%	1%
CC1Cc2ccccc2N1C(=O)CNc1ccccc1N1CCCCC1 (stereo not given)	u	-22%	-11%	-3%	u	u	-3%
NCCCC[C@H](NC(=O)C1CCNCC1)c1nnc([C@@H](N)CO)o1	21	-23%	2%	0%	5%	127%[activator]	3%
CC(NC(=O)c1ccc(Cl)cc1)c1nnc(SCC(=O)NC2=NCCS2)n1C (stereo not given)	-24	-9%	5%	1%	-10%	11%	-2%
CSc1cc(-c2ccco2)oc1C(=O)c1ccco1	-9	x	x	-3%	x	-13%	x
Cc1ccc(C(=O)Nc2nnc(S(=O)(=O)N3CCCCCC3)s2)cc1	6&22	-29%	-19%&2%	0%&0%	u	6%	0%
Cc1cc(C)n(CC(O)Cn2c3ccccc3c3ccccc32)c(=O)n1 (stereo not given)	12	122%[activator]	-7%	8%	u	-5%	6%
COc1cc(Cl)ccc1OCc1cc(C(=O)N2CCCCCCC2)no1	0	82%[activator]	-2%	-10%	0%	-2%	-10%
O=C(CSc1nc2ccccc2[nH]1)N1CCN(C(=O)c2ccco2)CC1	60	-10%	-2%	-2%	-8%	-1%	-4%
COc1cc(S(=O)(=O)N(CCc2ccccc2)Cc2cccs2)ccc1-n1cnnn1	15	-2%	7%	6%	-6%	5%	3%
COc1ccc(CN(CC(=O)NCc2ccccc2)C(=O)c2csnn2)cc1	u	0%	41%	-17%	3%	19%	8%
O=S(=O)(Nc1ccc2cn[nH]c2c1)c1ccc(Cl)s1	20	-35%	1%	8%	-12%	18%	2%
CCOC(=O)C1=C(N)OC2=C(C(=O)CCC2)C1c1ccccc1OC (stereo not given)	-10	-4%	38%[activator][57.1 µM]	-19%	-1%	-7%	-13%
Cn1c(N)c(C(=O)CSc2nnc(C3CC3)n2Cc2ccccc2)c(=O)n(C)c1=O	-14	-7%	x	0%	x	-5%	x
O=C(Nc1ccc(Cl)cc1)c1nc[nH]c1C(=O)NCCN(CCNC(=O)c1[nH]cnc1C(=O)Nc1ccc(Cl)cc1)CCNC(=O)c1[nH]cnc1C(=O)Nc1ccc(Cl)cc1	x	-20%	x	1%	x	131%[activator]	x
Cc1ccc(C(=O)COC(=O)CNC(=O)Cc2ccccc2)cc1[N+](=O)[O-]	7	-13%	0%	-7%	-1%	8%	-4%

Shown with each value named: entries from further up
molecule: CSc1cc(-c2ccco2)oc1C(=O)c1ccco1
  HCMV inh = -9 | AmpC inh no detg = x | Sm TGR block = x | Tb PYK inh = -3% | AmpC detergent = x | AMA1 RON2 block = -13% | LmPK inhibitor = x
molecule: Cc1ccc(C(=O)COC(=O)CNC(=O)Cc2ccccc2)cc1[N+](=O)[O-]
  HCMV inh = 7 | AmpC inh no detg = -13% | Sm TGR block = 0% | Tb PYK inh = -7% | AmpC detergent = -1% | AMA1 RON2 block = 8% | LmPK inhibitor = -4%

Continued:
Structure	HCMV inh	AmpC inh no detg	Sm TGR block	Tb PYK inh	AmpC detergent	AMA1 RON2 block	LmPK inhibitor
COc1cc(S(=O)(=O)N(Cc2cccc(OC)c2OC)CC2CCCO2)ccc1-n1cnnn1 (stereo not given)	0	78%[activator]	10%	-14%	1%	64%[activator]	-3%
COc1cc(COc2ccc(S(=O)(=O)N3CCOCC3)cc2[N+](=O)[O-])ccc1OC(F)F	-7	x	x	1%	x	-15%	x
O=c1c2[nH]c3cccc(Cl)c3c2ncn1CC1CCCO1 (stereo not given)	41	-16%	10%	-8%	1%	-2%	-2%
C#CCOCCOCCOCCNc1nc(N2CCN(C(=O)C(Cc3ccc(O)cc3)n3cc(C(N)CC(C)C)nn3)CC2)nc(N2CCN(C(=O)C(Cc3cc4ccccc4[nH]3)n3cc(C(N)C(C)CC)nn3)CC2)n1 (stereo not given)	x	176%[activator]	0%	x	2%	x	3%
CCS(=O)(=O)c1ccc(-c2csc(-c3ccccc3)n2)c(Cl)c1Cl	-33	-13%	2%	0%	-10%	43%[activator]	2%
COc1ccc(-c2nc3c(c(SCC(=O)Nc4ccc(C(=O)O)cc4)n2)Cc2ccccc2O3)cc1	42	x	-1%	5%	-1%	x	x
COc1ccc(CCN(Cc2ccccn2)C(=S)Nc2cccc(SC)c2)cc1OC	52	76%[activator]	25%	2%	0%	-2%	1%
Cn1cnc(S(=O)(=O)N2CCN(C(c3ccc(F)cc3)c3ccc(F)cc3)CC2)c1	u	140%[activator]	0%	0%	1%	-3%	-1%
Cc1ccc(-n2ncc3c2CCCC3NC(=O)c2cnccn2)cc1C (stereo not given)	-13	104%[activator]	0%	-19%	-12%	-14%	-4%
COc1ccc(CCN(Cc2cc3cc4c(cc3[nH]c2=O)OCO4)C(C)=O)cc1OC	x	-5%	6%	x	-12%	x	-4%
CCc1nc2ccc(C(=O)NCCCn3ccnc3)cn2c1N(C)C(=O)C1CCCCC1	7	x	x	-5%	x	-18%	x
CC1CCCC(NC(=O)COC(=O)CCC(=O)c2ccc(F)cc2)C1C (stereo not given)	-6	97%[activator]	x	0%	x	3%	x
Clc1ccc2nncn2n1	-3	-3%	-3%	2%	u	2%	-2%
COc1ccc(C(CNC(=O)Nc2ccc(Cl)cc2)N2CCN(C)CC2)cc1 (stereo not given)	0	18%	-15%	0%	-9%	2%	-4%
COc1cc(C(=O)Nc2scc(-c3ccccc3)c2C(=O)O)cc(OC)c1OC	24	-23%	1%	3%	-16%	0%	0%
Cc1ccc(C(C)CCN2CCC(n3nccc3NC(=O)c3ccccc3)CC2)o1 (stereo not given)	3	37%	35µM*	-18%	u	0%	-6%
CC1CCN(C(=O)c2ccc3c(c2)OCO3)CC1	9	4%	15%	-3%	19%	1%	-3%

Compound activity (PubChem BioAssay)
